# Assay outcomes as filed in PubChem BioAssay.
# TCR activator = activators of T cell receptors; Potency, µM (highest dose often 9.22 µM), inactives show at the highest dose activation of IL-2 secretion, actives largely listed as activators; 330,000 tested, under 10 active; primary human leukocytes, anti-CD3, IL-2 HTRF, 48 h; note: % of control where 0% means no effect
#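 TCR engagement came from a-CD3 beads alone, with compounds added to primary human leukocytes for 48 hr. Secreted IL-2 bridged europium cryptate- and d2-labelled anti-IL-2 antibodies, giving FRET emission at 665nm after 320nm excitation.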
# a7 integrin act = integrin-mediated muscular dystrophy alleviation activation | alpha7betagal myoblasts, beta-gal FDG fluorescence, 48 h | Potency, µM (top dose mostly 38.3 µM), inactives show at the top dose activation, usual class: activators | 0.064% of 350,000 active;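 note: potency is the fitted concentration of half-maximal effect; 100% = response of the positive control SU9516; nearly all actives have a fitted effect of over 60% in size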
#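 Alpha7betagal+/- myoblasts (passage 13) were plated 16-24 hr, then exposed to compounds (1:260 dilution of DMSO stock) for 48 hours at 37C. After MPER lysis, β-galactosidase reporter activity was read as FDG fluorescence (ex 480/em 540) after 30 minutes.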
# PTAP TSG101 blk = blocks PTAP/TSG101 interaction to inhibit HIV-1 budding; Fluorescence polarization, FITC-PTAP peptide / Tsg101 binding; Potency, µM (top dose mostly 115 µM), without a hit: at the highest dose activity change, negative = inhibition, actives largely listed as inhibitors; 340,000 tested, under 10 active; active = well fitted inhibition curve with a large enough effect in the main read-out, with a control signal flat, not every such curve was filed as active; inconclusive = small, poorly fitted or top-dose-only effect, or effect the other way, or a change in a side signal; inactive = no such curve, though single readings can be large or run the other way; note: potency is the fitted concentration of half-maximal effect; % of control where 0% means no effect
#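 Tsg101 binding domain (10 uM final) was mixed with compound and a FITC-labeled PTAP peptide (50 nM final) in HEPES pH 7.5 buffer with NaCl, Tween 20, EDTA and TCEP; fluorescence polarization was read after 20 min at r.t.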
# TRPV1 agonist = activates the human vanilloid receptor TRPV1. TRPV1-expressing cells, Fluo-8 calcium influx, agonist mode. 0.19% of 320,000 active. Q8NER1. activation, % at 8.33 µM; in the data active = activation above about 80%; inconclusive = between about 30% and that limit; note: 0% is about no effect
# Target sequence (Q8NER1 whole entry, looked up): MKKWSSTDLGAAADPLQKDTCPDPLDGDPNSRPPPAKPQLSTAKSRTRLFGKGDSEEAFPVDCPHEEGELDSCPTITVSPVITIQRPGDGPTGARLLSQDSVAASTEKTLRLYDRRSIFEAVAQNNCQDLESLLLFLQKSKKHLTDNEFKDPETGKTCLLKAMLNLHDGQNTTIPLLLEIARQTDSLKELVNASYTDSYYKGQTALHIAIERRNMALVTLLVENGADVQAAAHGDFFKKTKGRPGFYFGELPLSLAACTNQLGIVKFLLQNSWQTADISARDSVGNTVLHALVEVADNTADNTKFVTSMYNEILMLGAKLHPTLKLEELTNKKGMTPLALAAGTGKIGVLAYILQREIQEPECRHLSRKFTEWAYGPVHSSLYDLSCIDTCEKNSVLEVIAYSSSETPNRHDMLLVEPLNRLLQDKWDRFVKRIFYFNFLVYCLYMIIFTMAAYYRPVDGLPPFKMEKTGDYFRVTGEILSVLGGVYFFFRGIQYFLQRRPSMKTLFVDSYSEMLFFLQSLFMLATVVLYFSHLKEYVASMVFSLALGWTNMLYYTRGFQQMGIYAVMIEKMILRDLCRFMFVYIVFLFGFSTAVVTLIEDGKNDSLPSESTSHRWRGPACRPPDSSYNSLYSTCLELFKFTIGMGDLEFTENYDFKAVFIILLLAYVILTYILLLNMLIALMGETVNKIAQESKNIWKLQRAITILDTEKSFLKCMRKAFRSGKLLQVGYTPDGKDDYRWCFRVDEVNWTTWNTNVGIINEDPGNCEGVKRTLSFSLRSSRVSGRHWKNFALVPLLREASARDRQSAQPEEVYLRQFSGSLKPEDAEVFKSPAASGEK
#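 Cells expressing TRPV1 were dye-loaded with Fluo-8 and read kinetically: 10 s baseline, 3 min after compound (agonist portion), then 2 min after EC20 capsaicin (allosteric enhancer portion). Calcium-bound dye fluorescence at 480/520 nm.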
# p53 reactivation = re-activators of mutant p53; H1299 p53-A138V BP100-luciferase reporter, luminescence, 24 h; Potency, µM (series often up to 92.2 µM), for the others: at the top dose activity change, positive = activation, actives largely listed as activators; 0.063% of 320,000 active; AID 504706; note: potency is the fitted concentration of half-maximal effect; % of control where 0% means no effect; nearly all actives have a fitted effect of over 45% in size
#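 H1299 (p53-null), stable ts p53-A138V + BP100-Luc; 1000 cells/well, Opti-MEM/10% FBS; cpd 4 pt, 1:5; 24 h, 37 deg C, 5% CO2; detection reagent 10 min RT; luminescence.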
# CXXC DNA block = blocks binding of human MLL CXXC domain to DNA | Q03164 | MLL-CXXC / FITC-HOXA9 DNA fluorescence polarization | Potency, µM (highest dose often 115 µM), for the others: at the top dose activity change, negative = inhibition, actives largely listed as inhibitors | 0.037% of 290,000 active | AID 2662; active = well fitted inhibition curve with a large enough effect in the polarisation, with a control signal flat, not every such curve was filed as active; inconclusive = small, poorly fitted or top-dose-only effect, or effect the other way, or a change in a side signal; inactive = no such curve, though single readings can be large or run the other way; the % refers to the polarisation; note: potency is the fitted concentration of half-maximal effect
#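 Purified MLL-CXXC (added from a 7 uM solution) was preincubated 5 min at ambient with pinned compounds in 50 mM Tris-HCl pH 7.5, 50 mM NaCl, 1 mM DTT, 0.05% BSA. Fluorescein-labeled HOX-A9 DNA (50 nM solution) followed, 30 min, then polarization read.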
# B2AR arrestin = recruits beta-arrestin to the human beta2-adrenergic receptor | P07550 | beta-arrestin recruitment to beta2AR, cell-based reporter | Potency, µM (doses to about 46.1 µM), without a hit: at the top dose activation, actives largely listed as activators | 0.02% of 330,000 active;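 note: potency is the fitted concentration of half-maximal effect; 0% = DMSO controls and full agonism = EC100 isoproterenol or metaproterenol; nearly all actives have a fitted effect of over 65% in size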
# ELG1 DNA repair = blocks ELG1-dependent DNA repair in HEK293T cells | Potency, µM (highest dose often 46.1 µM), without a hit: at the top dose activity change, negative = inhibition, actives largely listed as inhibitors | HEK293T ELG1-luciferase reporter, luminescence, 16 h; DNA damage induced by 5-fluorouridine | 2.3% of 330,000 active; note: potency is the fitted concentration of half-maximal effect; % is set by controls: 0 for no effect and ±100 for the full control effect; nearly all actives have a fitted effect of over 55% in size
#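 Quantitative HTS, concentration-response format. 2,000 cells/well co-treated with 5-fluorouridine and compound, 16 hr in 5% CO2 at 37 °C; ONE-Glo luminescence read after 30 min.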
# AT treatment = potential ataxia-telangiectasia treatment. Potency, µM (titrated, usually from 57.5 µM), for the others: top-dose activation, usual class: activators. 0.19% of 320,000 active. AID 485349. […] A-T fibroblasts, KAP-1 phosphorylation AlphaLISA; neocarzinostatin DNA damage 30 min before lysis; note: potency is the fitted concentration of half-maximal effect; % of control where 0% means no effect; nearly all actives have a fitted effect of over 45% in size
#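 hTERT-immortalized A-T patient fibroblasts ([…]), 500 cells/well in OPTI-MEM, 1% FBS, got compounds for 60 min, then NCS for 30 min at 37C. Lysates were then assayed for phospho-KAP-1 by AlphaLISA (anti-pKAP1 donor, anti-KAP1 acceptor beads), 6 hr at 25C.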
# BRCA1 expr act = increases BRCA1 expression. 1.1% of 380,000 active. Potency, µM (doses to about 46.1 µM), inactives show at the top dose activation, usual class: activators. MCF7-BRCA1-FFLuc reporter, luminescence, 48 h; response scale: scaled: vehicle 0%, 10 µM genistein 100%; note: potency is the fitted concentration of half-maximal effect; nearly all actives have a fitted effect of over 80% in size; some results filed as inactive show a strong effect at the top dose
#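 MCF7-BRCA1-FFLuc cells, 2000/well in phenol-red-free MEM, attached 2 h then treated 48 h at 37 C. Luciferase luminescence read 15 min after reagent; normalized to genistein maximum activation (10microM) and DMSO, concentration-response fitted.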
# An asterisk follows results filed as active; ? = inconclusive; · = not tested or not shown; [ ] = remark or other dose. Unless noted, calls come from the whole dose curve; as a rule, active = well fitted curve in the direction sought with a large enough effect; inconclusive = small, poorly fitted or top-dose-only effect, or another doubt; inactive = no such curve, though single readings can be large; an effect the other way counts as inactive or inconclusive.
No.	canonical_smiles	TCR activator	a7 integrin act	PTAP TSG101 blk	TRPV1 agonist	p53 reactivation
1	Cn1c(/C(C#N)=C(\O)c2ccccc2Cl)nc2ccccc21	1%	?	-7%	·	·
2	COc1ccc(-c2cc(C(=O)Nc3ccc(O)cc3)c3ccccc3n2)cc1OC	-1%	22%	-5%	23	-2%
3	CCOC(=O)c1ccc(/C=C2/C=C(c3ccccc3)N(c3ccc(Cl)c(C(=O)O)c3)C2=O)cc1	-2%[46.1 µM]	-51%[inhibitor]	?	13	-28%
4	COc1ccc(/C=C2\NC(=S)N(CC3CCCO3)C2=O)c(OC)c1 (stereo not given)	4%	3%	-2%	3	16%
5	COC(=O)C1=C(C)N(C)C(C)=C(C(=O)OC)C1c1ccc(Cl)cc1	-4%	17%	1%	21	0%
6	COc1ccc(CNC(=O)CCCn2c(=S)[nH]c3cc4c(cc3c2=O)OCO4)cc1	-10%	?	-8%	1	2%
7	Cc1nn2c(-c3ccco3)nnc2c2ccccc12	-4%	1%	-9%	-4	·
8	COCCCN1C(=O)C(=O)/C(=C(/O)c2ccc(C)cc2)C1/C=C/c1ccccc1 (stereo not given)	7%	?	-3%	-1	-2%
9	CCOc1ccc(N=C2NC(=O)C(CC(=O)O)S2)cc1 (stereo not given)	5%	9%	-1%	4	9%
10	CCOc1ccccc1NC(=O)/C=C/c1ccccc1[N+](=O)[O-]	-1%[46.1 µM]	-11%	-3%	4	3%

No.	CXXC DNA block	B2AR arrestin	ELG1 DNA repair	AT treatment	BRCA1 expr act
1	·	·	·	·	-6%
2	6%	0.3%	?	3%	23%
3	12%	-0.6%	?	16%	-66%
4	27%	0.3%	17%	-7%	?
5	2%	-0.2%	?	5%	-9%
6	1%	0.2%	3%	-2%	-25%
7	-22%	·	·	·	-24%[1.84 µM]
8	2%	0.0%	-4%	-1%	-7%
9	1%	1.1%	?	-3%	45%
10	8%	2.4%	2%	-2%	22%

# Quoted from the entries so far for reference:
No.	canonical_smiles	TCR activator	a7 integrin act	PTAP TSG101 blk	TRPV1 agonist	p53 reactivation
1	Cn1c(/C(C#N)=C(\O)c2ccccc2Cl)nc2ccccc21	1%	?	-7%	·	·
2	COc1ccc(-c2cc(C(=O)Nc3ccc(O)cc3)c3ccccc3n2)cc1OC	-1%	22%	-5%	23	-2%

No.	CXXC DNA block	B2AR arrestin	ELG1 DNA repair	AT treatment	BRCA1 expr act
1	·	·	·	·	-6%
2	6%	0.3%	?	3%	23%

# Going on with the list.
No.	canonical_smiles	TCR activator	a7 integrin act	PTAP TSG101 blk	TRPV1 agonist	p53 reactivation
11	CCCCN(C)Cc1c(C)[nH]c2c(Cl)cccc2c1=O	-2%	-3%	-6%	-1	-7%
12	Cc1ccc(/C=N/N2CCN(c3ccccn3)CC2)cc1	0%	?	0%	6	1%
13	Nc1c(C(=O)Nc2cccc(C(=O)O)c2)sc2nc3c(cc12)CCCC3	-7%	7%	-4%	0	-9%
14	CN(C(=O)C=Cc1ccccc1)c1ccccc1	2%	-6%	-3%	·	·
15	Cn1nc(Oc2nc(N3CCOCC3)nc(N3CCOCC3)n2)ccc1=O	4%	8%	-2%	-8	-2%
16	CC(Oc1ccc(Br)cc1)C(=O)Nc1nnc(C2CC2)s1 (stereo not given)	-3%	14%	0%	0	1%
17	S=C(NCC1CCCO1)N1CCN(c2nc(-c3ccc(Cl)cc3)cs2)CC1 (stereo not given)	5%	-20%	2%	26	-2%
18	O=C(CSc1ccc(-c2ccc(Cl)cc2)nn1)Nc1ccc2c(c1)OCCO2	4%[46.1 µM]	-22%	-4%	?	-6%
19	CCCCn1c(NC(=O)c2ccc(Br)o2)c(S(=O)(=O)c2ccccc2)c2nc3ccccc3nc21	-16%	-8%	-13%	0	-8%
20	FC(F)(F)c1cc(Oc2ccccc2Cl)nc(-c2ccccn2)n1	4%	-15%	1%	·	1%

No.	CXXC DNA block	B2AR arrestin	ELG1 DNA repair	AT treatment	BRCA1 expr act
11	0%	-0.3%	0%	-9%	0%
12	3%	1.9%	?	-11%	?
13	-1%	0.0%	?	0%	-100%[inhibitor]
14	·	·	·	·	72%
15	-3%	-0.3%	23%	·	-5%
16	·	0.2%	21%	22%	-6%
17	-1%	0.3%	12µM*	9%	-76%
18	1%	-0.6%	16%	-1%	-1%
19	2%	0.0%	-27%	4%	-45%
20	6%	3.9%	-3%	6%	-45%

# As entered above.
# BRCA1 expr act result of `O=C(CSc1ccc(-c2ccc(Cl)cc2)nn1)Nc1ccc2c(c1)OCCO2` reads -1%
# AT treatment result of `Nc1c(C(=O)Nc2cccc(C(=O)O)c2)sc2nc3c(cc12)CCCC3` reads 0%
# PTAP TSG101 blk result of `CN(C(=O)C=Cc1ccccc1)c1ccccc1` reads -3%
# BRCA1 expr act result of `CC(Oc1ccc(Br)cc1)C(=O)Nc1nnc(C2CC2)s1` (stereo not given) reads -6%

# New compounds follow:
No.	canonical_smiles	TCR activator	a7 integrin act	PTAP TSG101 blk	TRPV1 agonist	p53 reactivation
21	O=C(O)c1cncc(C#CCC2CCCCC2)c1	-1%	48%	-1%	-2	?
22	CCOc1ccc(C2CC(=O)NC3=C2C(=O)CCC3)cc1 (stereo not given)	10%	1%	-1%	1	-17%
23	Cc1csc(=O)n1CC(=O)Nc1ccc(Cl)cc1F	3%	1%	0%	0	7%
24	NC(=O)Nc1ccc(C(=O)OCC(=O)N2CCc3ccccc3C2)cc1	10%	1%	-5%	-1	5%
25	COc1ccc(-n2c(=S)[nH]c3cc(C(=O)O)ccc3c2=O)cc1	1%	9%	-3%	-4	-1%
26	O=C(Nc1ccc(N2CCOCC2)cc1N1CCOCC1)c1ccco1	-10%	-14%	-5%	1	-3%
27	CCOC(=O)CSc1n[nH]c(NC(C)=O)n1	1%	20%	1%	-2	2%
28	CCc1nnc(NC(=O)CSc2nnc(-c3ccccc3O)n2-c2ccc(C)cc2C)s1	2%	8%	0%	-1	·
29	Cc1onc(-c2ccccc2Cl)c1C(=O)N1CCc2ccccc21	5%	5%	-2%	4	-27%
30	Cn1c(C(=O)N2CCN(c3cccc(C(F)(F)F)c3)CC2)cc2sccc21	3%	2%	-7%	7	0%

No.	CXXC DNA block	B2AR arrestin	ELG1 DNA repair	AT treatment	BRCA1 expr act
21	6%	-0.2%	?	6%	?
22	-3%	0.3%	?	2%	-1%
23	·	-0.1%	13%	-4%	5%
24	·	-4.0%	8%	4%	2%
25	0%	-0.2%	12%	1%	-5%
26	6%	0.0%	-15%	-3%	0%
27	1%	-0.5%	6%	6%	6%
28	6%	·	·	·	-54%
29	12%	-0.3%	?	2%	-27%
30	-7%	-0.1%	?	3%	-18%

# The results go on.
No.	canonical_smiles	TCR activator	a7 integrin act	PTAP TSG101 blk	TRPV1 agonist	p53 reactivation
31	Cc1nc2cc3ccccc3cc2s1	-2%	13%	0%	·	·
32	COc1cccc(NC2CC(=O)N(CCc3ccccc3)C2=O)c1 (stereo not given)	0%	1%	-3%	6	3%
33	Cc1cc(C)c(S(=O)(=O)NCCCn2ccnc2)cc1C	·	6%	-2%	0	-9%
34	NC(=O)c1ccc(Cl)c2ccccc12	1%	6%	-6%	-3	-7%
35	Cc1ccc(NC(=O)NCCN2CCN(C(=O)Nc3ccc(C)cc3)CC2)cc1	9%	-18%	-3%	0	-2%
36	COc1ccc(CN2CC(COCc3ccccc3)Oc3ccccc3S2(=O)=O)cc1 (stereo not given)	6%[46.1 µM]	-2%	-3%	·	12%
37	Cc1ccc(-n2ncc(C(=O)NCC3CCN(C4CCCC4)C3)c2C2CCN(C(=O)OC(C)(C)C)CC2)cc1C (stereo not given)	-2%	-66%[inhibitor]	-1%	3	1%
38	COc1ccc(OC)c(Nc2nc(C)nc3c2oc2ccccc23)c1	0%	21%	-3%	?	-4%
39	COCCN(C(=O)CNC(=O)c1ccco1)C(C(=O)NC1CCCC1)c1ccc(OC)c(OC)c1 (stereo not given)	8%	-91%[inhibitor]	-1%	-1	1%
40	O=C(Nc1ccc2nsnc2c1)N1CCCCCC1	3%	-7%	-10%	13	23%
41	COc1ccc2ccccc2c1CNC(C)CCc1ccccc1 (stereo not given)	1%	-54%[inhibitor]	-3%	5	-47%[inhibitor]
42	COC1CCN(C(=O)c2ccc3oc(C(C)C)nc3c2)CC1	-5%	-4%	-2%	-1	11%

No.	CXXC DNA block	B2AR arrestin	ELG1 DNA repair	AT treatment	BRCA1 expr act
31	·	·	·	·	-23%
32	4%	3.4%	-6%	2%	-13%
33	1%	-0.5%	?	-3%	-8%
34	35%[activator]	-0.6%	?	?	2%
35	12%	-0.3%	8%	7%	16%
36	·	0.1%	-23%	2%	-24%
37	-1%	0.1%	4%	-7%	-7%
38	5%	0.4%	?	7%	-71%
39	9%	-0.4%	11%	-2%	-5%
40	-22%	-0.1%	?	-1%	?
41	?	0.0%	-15%	13%	-39%
42	0%	-0.1%	?	-5%	31%

# This is a random part of the collection; 3.8% or so of the library scored in one or more.
